Screening results as filed in PubChem BioAssay.
VHR inh abs: blocks human VHR1 dual specificity phosphatase; P51452; recombinant VHR phosphatase, pNPP absorbance; inhibition, % at 13.3 µM; hit rate 0.52% among 290,000; in the data active = inhibition above about 50%; note: some compounds called inactive have numbers as strong as hits
GDH-TPI inh: counter-screen for M. tuberculosis FBA inhibitors: GDH-TPI coupled enzymes; GDH-TPI coupled enzyme counterscreen, NADH absorbance; hit rate 1.2% among 360,000; AID 588335; inhibition, % at 4.8 µM; in the data active = inhibition above about 30%;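 note: 0% = DMSO wells and 100% = wells lacking the enzyme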
3CLpro inhibitor: SARS-CoV 3CLpro protease inhibition; P0C6X7; inhibition, % at 6 µM; recombinant SARS-CoV 3CLpro, quenched FRET peptide cleavage; AID 1706; hit rate 0.14% among 290,000; in the data active = inhibition above about 12%
FBA Mtb inh: inhibits M. tuberculosis FBA enzyme; P9WQA3; purified M. tuberculosis FBA, fluorescence read-out; inhibition, % at 1 µM; hit rate 2.3% among 360,000; in the data active = inhibition above about 27%;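 note: 0% = vehicle and 100% = reference inhibitor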
Target sequence (P9WQA3 whole entry, looked up): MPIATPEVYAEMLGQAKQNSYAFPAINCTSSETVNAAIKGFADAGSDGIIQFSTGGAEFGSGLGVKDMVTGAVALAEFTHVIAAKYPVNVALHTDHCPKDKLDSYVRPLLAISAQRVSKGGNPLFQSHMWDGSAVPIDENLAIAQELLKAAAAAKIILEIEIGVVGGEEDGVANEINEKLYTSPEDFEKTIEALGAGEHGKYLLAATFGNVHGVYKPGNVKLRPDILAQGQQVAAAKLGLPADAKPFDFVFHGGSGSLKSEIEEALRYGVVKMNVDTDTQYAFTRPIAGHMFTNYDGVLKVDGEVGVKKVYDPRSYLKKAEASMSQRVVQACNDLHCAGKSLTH
MazF activator: MazEF (E. coli) toxin RNase activation; P0AE70; FAM/BHQ RNA-DNA oligo cleavage fluorescence, 5 h; activation, % at 20 µM; hit rate 0.32% among 350,000; AID 504720; in the data active = activation above about 50%
Target sequence (P0AE70 whole entry, looked up): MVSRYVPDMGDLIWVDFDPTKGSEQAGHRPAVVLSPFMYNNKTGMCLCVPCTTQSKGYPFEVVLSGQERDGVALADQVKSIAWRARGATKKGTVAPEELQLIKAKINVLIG
Vc quorum ag: induces V. cholerae light production without autoinducers. activation, % at 18.7 µM. hit rate 0.16% among 350,000. V. cholerae BH1578 lux reporter, luminescence, 6 h; in the data active = activation mostly above about 9.7%, no sharp cut-off; note: not every result past the cut was called active; inactives centre near 0; reference of the scale not given here
Mtb BioA inh: blocks M. tuberculosis BioA enzyme activity; purified M. tuberculosis BioA enzyme, plate reader; AID 602481; inhibition, % at 9.99 µM; hit rate 0.096% among 360,000; in the data active = inhibition above about 40%
Rv3671c inh: Rv3671c (M. tuberculosis) protease inhibition | inhibition, % at 5.96 µM | hit rate 0.048% among 320,000 | AID 2606; in the data active = inhibition above about 38%;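 note: extracellular domain of Rv3671c used as enzyme; 0% = enzyme with DMSO and 100% = no enzyme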
UGM FP inh: blocks M. tuberculosis UGM enzyme. purified UGM, fluorescence polarization probe displacement. inhibition, % at 10 µM. hit rate 0.06% among 320,000. AID 504406; in the data active = inhibition above about 10%, passing the limit was not always enough
Target sequence (P9WIQ1 whole entry, looked up): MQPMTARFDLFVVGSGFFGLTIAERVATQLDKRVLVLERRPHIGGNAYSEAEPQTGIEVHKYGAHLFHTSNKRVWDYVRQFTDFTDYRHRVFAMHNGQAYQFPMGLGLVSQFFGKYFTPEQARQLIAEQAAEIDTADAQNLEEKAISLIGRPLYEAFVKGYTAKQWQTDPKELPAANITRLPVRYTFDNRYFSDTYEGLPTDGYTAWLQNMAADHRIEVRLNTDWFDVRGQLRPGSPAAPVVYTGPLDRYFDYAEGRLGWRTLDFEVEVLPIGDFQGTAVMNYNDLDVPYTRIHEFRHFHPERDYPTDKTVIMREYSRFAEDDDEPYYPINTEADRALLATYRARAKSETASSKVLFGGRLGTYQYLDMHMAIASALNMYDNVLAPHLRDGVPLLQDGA
SSB-PriA inh: inhibitors of Klebsiella pneumoniae PriA binding to SSB C-terminal tail; AlphaScreen SSBct-PriA binding, biotinylated peptide; inhibition, % at 33 µM; hit rate 0.6% among 430,000; in the data active = inhibition mostly above about 37%, no sharp cut-off; inactive = mostly below about 20%;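 note: plate controls were negative control peptide for no effect and reference peptide for full effect; strong numbers were not always called active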
Active calls of the source: *; i = inactive; . = no result given; & = joins results of further samples. A portion of the library; the hit share may differ from the screen's.

no.	SMILES	Vc quorum ag	3CLpro inhibitor	Mtb BioA inh	VHR inh abs	UGM FP inh
1	COC(=O)CNC(=S)NC(=O)c1ccc(C(C)(C)C)cc1	i	5	.	1	-0.1
2	CC(C)N(C)c1ncnc2c1ncn2[C@H]1CN(CCc2ccccc2)C[C@@H](CO)O1	-0.7	.	0.3	.	.
3	CN1CCN(CC(=O)Nc2ccccc2C(F)(F)F)CC1	-1.0	-7	-1.0	24	-2.9
4	CN1C(=O)/C(=C/c2ccc(C(=O)NC3CCCC3)cc2)Oc2ccccc21	-2.4	1	.	13	-0.8
5	COC(=O)c1cc(OC)c(OC)cc1NC(=O)CCN1C(=O)C2CCCCC2C1=O (centres undefined)	-3.0	.	-0.6	.	.
6	Cc1nn(CC(=O)Nc2ccc(C#N)cc2)c(C)c1[N+](=O)[O-]	-3.6	3	.	29	-4.1
7	O=C(Nc1ccnn1C1CCN(CCCc2ccccc2)CC1)c1ccccc1Cl	-0.4	0	0.5	10	4.6
8	Cc1cc(O)cc2c1C(c1ccc(F)cc1)CC1(CC(C)(C)NC(=S)N1)O2 (centres undefined)	-0.3	2	9.6	-4	0.5
9	Cn1c(=O)[nH]c(=O)c2c1nc(NCCCO)n2CCCc1ccccc1	-0.4	3	0.6	18	-0.4
10	CC(C)(CO)NC(=O)CC1C(=O)NCCN1CC(c1ccccc1)c1ccccc1 (centres undefined)	i	-1	.	15	-0.5
11	O=C1NC(=O)N(Cc2ccco2)C(=O)/C1=C\c1cccn1CCOc1ccccc1	-0.6	0	.	4	-3.4
12	Cc1ccc(/C=N/NC(=O)Cn2ccc(C(F)(F)F)n2)o1	-0.6	-1	.	-3	0.9
13	CC1(C)Cc2c(C#N)c(SCCO)nc(N3CCOCC3)c2CO1	i	0	1.4	17	-3.3
14	Cc1cccc(CNc2ccc(S(=O)(=O)N3CCCCC3)cc2)c1	-2.3	.	-3.0	.	0.6
15	O=C(COc1ccccc1)Nc1ccc(F)cc1	-0.1	.	.	.	-2.9

no.	FBA Mtb inh	SSB-PriA inh	Rv3671c inh	GDH-TPI inh	MazF activator
1	2	-5	7	-2	0
2	2	.	.	6	.
3	1	-14	2	-4	3
4	8	-19	3	10	-1
5	2	.	.	7	-2
6	3	-4	-9	3	-9
7	-2	3	-4	7	6
8	-3	3	3	-1	11
9	-3	1	8	-5	0
10	3	-8	-6	5	-1
11	1	-4	-11	1	-2
12	-8	.	-5	7	1
13	1	-1	-1	5	2
14	1	-5	-7	1	-20
15	4	-16	6	0	3

The final six entries of the part before are carried over, then new ones follow.
no.	SMILES	Vc quorum ag	3CLpro inhibitor	Mtb BioA inh	VHR inh abs	UGM FP inh
10	CC(C)(CO)NC(=O)CC1C(=O)NCCN1CC(c1ccccc1)c1ccccc1 (centres undefined)	i	-1	.	15	-0.5
11	O=C1NC(=O)N(Cc2ccco2)C(=O)/C1=C\c1cccn1CCOc1ccccc1	-0.6	0	.	4	-3.4
12	Cc1ccc(/C=N/NC(=O)Cn2ccc(C(F)(F)F)n2)o1	-0.6	-1	.	-3	0.9
13	CC1(C)Cc2c(C#N)c(SCCO)nc(N3CCOCC3)c2CO1	i	0	1.4	17	-3.3
14	Cc1cccc(CNc2ccc(S(=O)(=O)N3CCCCC3)cc2)c1	-2.3	.	-3.0	.	0.6
15	O=C(COc1ccccc1)Nc1ccc(F)cc1	-0.1	.	.	.	-2.9
16	CC(=O)NCCOc1cccc(OCCNC(C)=O)c1	0.7	3	-0.4	12	-3.9
17	CCCS(=O)(=O)N1CCC(CCOc2ccccc2)(C(=O)OCC)CC1	.	3	.	38	-0.1
18	CC(C)(C)c1cc(=O)n2c(nc3ccccc32)[nH]1	-3.1	3	-1.1	-1	0.4
19	CCCN1Cc2cccc(C(=O)NCc3ccc(C)cc3)c2C1=O	i	2	-0.6	21	-0.4
20	O=C(CSc1ccc(Cl)cc1)NCc1ccncc1	0.0	6	-1.9	37	5.0
21	COc1ccc(CCc2nnc(CCC(=O)NCCc3ncccc3C)o2)cc1	.	0	.	44	0.5
22	Cc1ccc(S(=O)(=O)c2ccccc2)cc1S(=O)(=O)N1CCOCC1	-3.1	-3	-1.0	18	2.5
23	CCN(c1ccccc1)S(=O)(=O)c1ccc(OC)c(NC(=O)c2cc(F)c(F)c(F)c2F)c1	0.8	.	-2.8	.	-2.3
24	O=C(Oc1cccccc1=O)c1ccccc1	-2.7	2	1.4	7	1.4
25	Nc1cccc2c1C(=O)c1ccc(Cl)cc1C2=O	5.6	.	-2.2	.	.
26	COc1cccc(C(=O)COC(=O)c2ccc(NC(C)=O)cc2)c1	-0.3	-2	.	8	-1.7
27	O=C(CNC(=S)N(Cc1ccccc1)Cc1cccnc1)NCc1ccccc1	-0.1	-2	.	-19	-1.6
28	CN(Cc1cccc(F)c1)C(=O)c1ccc(S(=O)(=O)N2CCCCCC2)cc1	1.0	.	-0.3	.	-1.0
29	O=S(=O)(c1ccc2c(c1)CCCN2)N1CCCCC1	0.4	.	-1.3	.	3.1
30	O=C(NNC(=O)C1[C@H]2CCCC[C@@H]12)NC1CCCCC1 (some centres undefined)	-0.1	1	.	5	1.8

no.	FBA Mtb inh	SSB-PriA inh	Rv3671c inh	GDH-TPI inh	MazF activator
10	3	-8	-6	5	-1
11	1	-4	-11	1	-2
12	-8	.	-5	7	1
13	1	-1	-1	5	2
14	1	-5	-7	1	-20
15	4	-16	6	0	3
16	-4	8	6	0	1
17	1	-14	5	4	0
18	25	0	-4	0	4
19	0	-7	-1	0	-5
20	-2	-7	-5	2	9
21	3	-18	-6	3	5
22	0	-21	2	1	7
23	-1	-6	-4	7	34
24	-1	17	24	14	-10
25	-3	27	.	6	16
26	1	-3	-16	0	2
27	3	-9	-7	-1	7
28	3	-17	-5	7	-5
29	2	-8	-3	4	3
30	1	-18	-17	2	3

2 entries from above, with one line to a screen:
17. CCCS(=O)(=O)N1CCC(CCOc2ccccc2)(C(=O)OCC)CC1
18. CC(C)(C)c1cc(=O)n2c(nc3ccccc32)[nH]1

| Compound | 17 | 18 |
| --- | --- | --- |
| Vc quorum ag | . | -3.1 |
| 3CLpro inhibitor | 3 | 3 |
| Mtb BioA inh | . | -1.1 |
| VHR inh abs | 38 | -1 |
| UGM FP inh | -0.1 | 0.4 |
| FBA Mtb inh | 1 | 25 |
| SSB-PriA inh | -14 | 0 |
| Rv3671c inh | 5 | -4 |
| GDH-TPI inh | 4 | 0 |
| MazF activator | 0 | 4 |

Next section.
no.	SMILES	Vc quorum ag	3CLpro inhibitor	Mtb BioA inh	VHR inh abs	UGM FP inh
31	Nc1ccc2nc3c(=O)n(C4CCCCC4)c(=O)[nH]c3nc2c1	-0.3	-7	.	23	36*
32	Clc1cccc(CN2CCSCC2)c1	i	-2	-1.4	-8	0.6
33	O=C(Nc1ccc2c(c1)OCCO2)C1c2ccccc2C(=O)N2CCc3ccccc3C12 (centres undefined)	-0.3	-1	-2.1	19	2.1
34	Brc1ccc2nc(-c3c[nH]c4ccccc34)cn2c1	-1.2	-5	-0.1	21	-0.9
35	COCCn1c(SCC(=O)N2CCC(C)CC2)nc2c([nH]c3ccccc32)c1=O	-0.8	0	-1.4	2	-2.1
36	O=C1Cc2cc(S(=O)(=O)Nc3cccc(F)c3)ccc2N1	-0.8	.	1.6	.	0.5
37	COc1cccc2sc(N3CCN(C(=O)C4COc5ccccc5O4)CC3)nc12 (centres undefined)	i	.	1.1	.	-0.1
38	Nc1cc(C(=O)OCC(=O)Nc2ccc(N3CCOCC3)cc2)ccc1Cl	i	.	0.2	.	-3.9
39	Cc1ccc(S(=O)(=O)N2CCN(C(=O)N3CCOCC3)C2C(C)C)cc1 (centres undefined)	-0.2	-1	-0.9	15	-1.1
40	C=CCOC(=O)c1ccccc1C(=O)OCC1CO1 (centres undefined)	0.9	.	-1.6	.	.
41	O=C(O)C1=C[C@@H](c2ccc3c(c2)OCO3)C[C@@H](OCc2ccc(CO)cc2)O1	i	4	2.0&3.7&1.2	48	0.5
42	Cc1ccc(NS(=O)(=O)c2ccc3c(c2)NC(=O)C(C)C(=O)N3)c(Cl)c1 (centres undefined)	0.3	-2	-2.8	13	1.0
43	COc1cc(NC(=O)C2CCN(S(=O)(=O)c3cnc[nH]3)CC2)cc(OC)c1OC	-2.5	0	.	33	-0.3
44	CC(=O)N1Cc2cnnn2-c2ccccc2C1(C#N)Cc1ccccc1 (centres undefined)	0.9	.	-0.1	.	.
45	COc1ccc(-c2coc3c(C(=O)NCCc4ccccc4)cccc23)c(C)c1	0.4	.	-2.8	.	.

no.	FBA Mtb inh	SSB-PriA inh	Rv3671c inh	GDH-TPI inh	MazF activator
31	-15	-6	7	6	i
32	3	-10	0	-3	1
33	8	-13	4	7	-1
34	-2	32	-3	7	3
35	1	2	12	10	-1
36	0	-2	-20	-2	2
37	0	-3	-1	6	-11
38	6	10	-3	13	-13
39	-1	-1	-5	2	3
40	-1	8	.	-3	5
41	2	-17	1	1	11
42	4	-1	-6	9	6
43	-3	-14	-5	2	3
44	3	-25	.	5	-4
45	0	.	.	15	.

Continued.
no.	SMILES	Vc quorum ag	3CLpro inhibitor	Mtb BioA inh	VHR inh abs	UGM FP inh
46	NC1=NC2OC(CO)C(O)C2O1 (centres undefined)	i	.	-1.1	.	.
47	O=C(CSc1ccccc1)Nc1ccccc1N1CCOCC1	.	0	2.2	23	-0.8
48	CC(N)c1csc(Nc2ncccn2)n1 (centres undefined)	i	.	-2.0	.	.
49	O=C(CN(c1ccc(F)cc1)S(=O)(=O)c1ccc2c(c1)OCCO2)Nc1cccnc1	i	6	7.3	-8	2.0
50	CC(C)C(=O)N1CCN(c2nc3ccc(Cl)cc3s2)CC1	-0.4	2	-0.3	13	4.6
51	CC(C)C1CC(=O)NC(SCC(=O)Nc2ccc(Br)cc2)=C1C#N (centres undefined)	i	1	0.5	33	3.4
52	COc1ccc(-c2nc3ccccc3c(=O)n2CC(C)C)cc1	i	-2	0.1	.	-2.4
53	Cc1c(C(=O)NCc2ccc3c(c2)OCCO3)sc(=O)n1Cc1ccc(C(=O)N(C)C)cc1	-0.5	.	12	.	.
54	O=C(Nc1ccc(NC(=O)C2CCCN2C(=O)OCc2ccccc2)cc1)c1ccco1 (centres undefined)	i	2	-1.3	30	1.0
55	CCN(c1ccccc1)S(=O)(=O)c1ccc(Cl)c(NC(=O)CN2CCN(C)CC2)c1	-5.7	.	-7.5	.	-0.1

no.	FBA Mtb inh	SSB-PriA inh	Rv3671c inh	GDH-TPI inh	MazF activator
46	-3	.	.	-11	-1
47	1	-14	4	5	3
48	0	.	.	4	.
49	1	-6	3	-9	-9
50	-3	-6	-3	-3	5
51	-1	-9	-5	-3	13
52	1	-5	-11	-5	3
53	-2	.	.	0	.
54	3	-14	6	7	-7
55	5	12	0	-7	6
